OXTR ag – human OXTR agonists, primary screen, fluorescence, CHO-OTR cells, Fluo-8 calcium. Oxytocin receptor (Homo sapiens), P30559. Fluo-8 calcium fluorescence; normalized: DMSO 0%, oxytocin 100%. activation, % at 3 µM. 0.32% of 320,000 active. AID 2435, 2010;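 active = activation above the mean of all tested compounds plus 3 SD, cutoff set per screening run, cut at about 20% in these data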;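 also: peak over basal fluorescence ratio from a 100 s FLIPR kinetic read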
Target sequence (P30559 whole entry, looked up): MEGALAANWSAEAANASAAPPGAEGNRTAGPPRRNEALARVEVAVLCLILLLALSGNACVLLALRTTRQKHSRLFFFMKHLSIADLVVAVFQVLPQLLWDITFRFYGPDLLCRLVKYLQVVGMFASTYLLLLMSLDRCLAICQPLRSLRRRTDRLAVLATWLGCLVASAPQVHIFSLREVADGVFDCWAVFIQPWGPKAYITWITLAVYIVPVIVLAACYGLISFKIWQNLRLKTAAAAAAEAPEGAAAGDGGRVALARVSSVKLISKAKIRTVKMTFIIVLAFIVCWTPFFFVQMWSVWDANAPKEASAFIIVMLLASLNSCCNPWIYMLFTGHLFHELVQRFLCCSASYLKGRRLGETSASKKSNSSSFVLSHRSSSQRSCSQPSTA
MEKK2mut PB1 HTS – MEK5 binding signal on mutant MEKK2 PB1, primary screen, biochemical, multiplex bead flow cytometry, Alexa488-MEK5. AID 1530, 2009. Alexa488-MEK5 binding to MEKK2 mutant. 0.35% of 290,000 active. percent response, % at 10 µM; in the data active = percent response above about 24%, passing the limit was not always enough; also: inactives centre near 1; some results filed as inactive read as strong as hits
PfM18AAP inh – PfM18AAP inhibitors, malaria aminopeptidase, primary screen, biochemical, QFRET, recombinant enzyme | M18 aspartyl aminopeptidase (Plasmodium falciparum 3D7) | H-Glu-NHMec fluorogenic cleavage | inhibition, % at 7.35 µM | 1.2% of 290,000 active | AID 1822, 2009;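 active = inhibition above the campaign mean inhibition over all tested compounds plus 3 SD, cut at about 28% in these data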;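 also: 0% = plate median of test compound wells and 100% = 2 mM ZnCl2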
MEKK2wt PB1 HTS – modulators of MEK5 binding to wildtype MEKK2, primary screen, biochemical, multiplex bead flow cytometry, Alexa488-MEK5 | Mitogen-activated protein kinase kinase kinase 2 (Homo sapiens), Q9Y2U5 | Alexa488-MEK5 binding to MEKK2 WT; actives lie on both sides | binding response (% of control), % at 10 µM | 1.1% of 290,000 active | AID 1531, 2009; in the data active = binding response below about 67% or above about 130%
V1R ag counter – agonists of human V1a receptor, primary screen, counter-screen for OXTR agonist project, fluorescence, CHO-V1R cells; activation, % at 3 µM; AID 2797, 2010; Vasopressin V1a receptor (Homo sapiens), P37288; 0.25% of 320,000 active; Fluo-8 calcium fluorescence, agonist mode; 0% DMSO, 100% 3 nM vasopressin;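 active = activation above the mean activation of all tested compounds plus 3 SD, per screening run, cut at about 20% in these data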;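 also: signal is peak over basal fluorescence ratio across a 100 second FLIPR read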
GPR7 antag – GPR7 receptor antagonists, primary screen, cell-based, fluorescence, single concentration | Neuropeptides B/W receptor type 1 (Homo sapiens), P48145 | GPR7-expressing cells, fluorescence antagonist assay | AID 1861, 2009 | inhibition, % at 4.4 µM | 1.1% of 290,000 active; in the data active = inhibition above about 16%, passing the limit was not always enough;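 also: cells stimulated with the agonist NPW; 0% = agonist with vehicle and 100% = vehicle without agonist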
Target sequence (P48145 whole entry, looked up): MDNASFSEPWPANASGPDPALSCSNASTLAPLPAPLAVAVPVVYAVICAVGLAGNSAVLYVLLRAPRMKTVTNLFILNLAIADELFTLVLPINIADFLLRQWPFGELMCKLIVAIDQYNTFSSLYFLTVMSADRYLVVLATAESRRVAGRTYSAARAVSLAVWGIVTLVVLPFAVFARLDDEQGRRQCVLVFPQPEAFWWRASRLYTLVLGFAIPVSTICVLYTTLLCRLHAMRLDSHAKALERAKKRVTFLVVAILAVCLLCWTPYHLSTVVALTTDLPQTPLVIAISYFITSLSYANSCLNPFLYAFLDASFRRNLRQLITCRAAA
OXTR potentiate – human OXTR potentiators, primary screen, fluorescence, CHO-OTR cells, Fluo-8 calcium | Oxytocin receptor (Homo sapiens), P30559 | 0.061% of 320,000 active | activation, % at 3 µM | Fluo-8 calcium fluorescence, potentiator mode; 0% = oxytocin EC15, 100% = EC100 | AID 2445, 2010;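 active = activation above that plate's cutoff, the mean activation of tested compounds plus 3 SD, cut at about 6.6% in these data, passing the limit was not always enough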;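 also: 100% uses oxytocin at 75 nM as the full agonist control; some results filed as inactive read as strong as hits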
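Material: human OTR in CHO cells. Compound: 3.0 µM, one dose. Timing: compound 6 min at room temperature before oxytocin, 100 s read. Evaluation: % activation of max/min ratio relative to oxytocin controls. Replication: single well per compound, singlicate. Signal: Fluo-8 calcium dye fluorescence.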
GalR3 antag – GalR3 antagonists in HEK293 cells, primary screen, cell-based, fluorescence readout | 0.44% of 360,000 active | AID 651719, 2012 | inhibition, % at 3 µM | Galanin receptor type 3 (Homo sapiens), O60755 | HEK293 GalR3-CNG cAMP membrane potential fluorescence; galR3 body fused to GalR1 C-terminus;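 active = inhibition above the screen-wide average plus 3 SD, cut at about 13% in these data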;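 also: forskolin and galanin both at EC90 stimulate the cells; cAMP rise reported by CNG channel membrane potential dye signal; 0% = forskolin plus galanin with DMSO and 100% = forskolin alone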
Target sequence (O60755 1-299 limits assumed): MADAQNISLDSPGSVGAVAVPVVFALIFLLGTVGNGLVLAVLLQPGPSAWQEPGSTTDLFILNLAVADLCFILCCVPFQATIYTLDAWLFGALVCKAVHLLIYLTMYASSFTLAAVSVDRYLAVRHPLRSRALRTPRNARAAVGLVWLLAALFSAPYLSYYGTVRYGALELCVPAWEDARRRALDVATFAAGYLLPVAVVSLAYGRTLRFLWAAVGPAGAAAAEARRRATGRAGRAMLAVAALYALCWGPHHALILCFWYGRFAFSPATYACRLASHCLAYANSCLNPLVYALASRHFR
NALP1 yeast inh – NALP1 inflammasome inhibitors in reconstituted yeast, colorimetric, S. cerevisiae, triplicate retest | S. cerevisiae NALP1/ASC/caspase-1 growth, X-gal OD620, 72 h | inhibition, % at 10 µM | 0.61% of 280,000 active; in the data active = inhibition mostly above about 24%, no sharp cut-off; inactive = mostly below about 32%; also: some compounds called inactive have numbers as strong as hits
Active calls of the source: *; / = not tested or not shown. This is a random part of the collection. Share with any hit: about 4.1%.

compound	OXTR ag	MEKK2mut PB1 HTS	PfM18AAP inh	MEKK2wt PB1 HTS	V1R ag counter	GPR7 antag	OXTR potentiate	GalR3 antag	NALP1 yeast inh
COC(=O)c1sc2nc(C)nc(SCC(=O)Nc3sccc3C(N)=O)c2c1C	4.8	/	/	/	7.0	/	-8	-7	/
Cc1ccc(S(=O)(=O)N(C)CC(=O)N2CCCc3ccccc32)cc1	-0.8	2	-13	108	0.0	-10	-7	1	/
CC1(C)Cc2nc3sc4c(=O)n(CC(N)=O)cnc4c3cc2CO1	-0.2	-31	-5	75	1.4	17	-9	-1	-10
CC(=O)Nc1ccc(S(=O)(=O)N2CCC(C(=O)c3ccc(F)cc3)CC2)cc1	7.0	7	4	108	7.8	6	-9	-7	17
OC(c1cc(C(F)(F)F)nc2c(Cl)cc(Cl)cc12)C1CCCCN1 (configuration not stated)	23*	15	0	125	8.9	45*	-15	-14	12
CCCOc1ccc(C2=CC(=O)C[C@H](c3ccc(OC)cc3)C2)cc1	2.2	/	/	/	1.6	/	-2	-6	/
CC(OC(=O)CN1C(=O)NC2(CCCC2)C1=O)C(=O)c1ccccc1 (configuration not stated)	-0.1	/	/	/	-0.3	/	-3	-1	/
CC(Oc1ccc2c(-c3ccccc3)cc(=O)oc2c1)C(=O)NCc1ccccn1 (configuration not stated)	2.3	1	-1	106	0.8	-5	-2	0	-12
COc1ccc(CNC(=O)CN2C(=O)COc3ccc(S(=O)(=O)N4CCCC4)cc32)cc1	-0.7	3	-7	100	0.1	-7	-4	2	-2
Cc1cc2oc(=O)cc(CN(C)Cc3ccccc3)c2cc1C(C)C	-0.3	2	6	102	-0.6	-32	-12	-8	0
COc1ccnc2c1c(=O)n(Cc1ccc(Cl)cc1Cl)c(=O)n2C	2.4	4	0	100	1.1	-10	-2	2	6
CC(=O)Nc1cccc(C(=O)Nc2ccccc2C(=O)O)c1	-0.2	0	-6	104	0.6	5	-1	-4	6
CC(C)c1nc2oc3c(NCc4ccccn4)ncnc3c2c2c1COC(C)(C)C2	1.1	/	/	/	0.5	/	2	-4	/
CN(C)C(CNC(=O)c1cccc(S(=O)(=O)N2CC3(C)CC2CC(C)(C)C3)c1)c1ccco1 (configuration not stated)	0.2	-3	8	101	0.1	-8	-1	-5	-2
COc1ccc(OC)c(CCNC(=O)Cn2nc(C)c3c(C)n(-c4ccccc4)nc3c2=O)c1	-2.6	-5	7	102	-1.4	6	-5	-8	9
CC1=NNC(=O)C1CCC(=O)N/N=C/c1ccc(Cl)cc1 (configuration not stated)	0.9	3	0	103	-0.5	-11	-3	1	14
COc1ccc(CCCC(=O)NCCc2ccccc2)c(C)c1	/	0	-6	102	/	-10	/	-9	6
O=C(COC(=O)CCSc1ccccc1)Nc1ccccc1	0.6	/	/	/	0.5	/	3	0	/
Cc1ccc(OCC(=O)N2CCCc3ccccc32)cc1	-2.5	0	-3	103	-1.1	-9	-15	-2	5
CCc1nc2ccccc2c(NC(=O)CN2CC(C)CC(C)C2)c1C (configuration not stated)	-0.7	-2	-16	98	0.6	-5	-13	1	-1
CCc1ccc(NC(=O)CCS(=O)(=O)c2cccc3nsnc23)cc1	-1.1	1	3	105	-1.6	-1	-10	-5	5
CC1(C)Cc2c(cnn2-c2ccc(F)cc2)C(NC(=O)CCC(F)(F)F)C1 (configuration not stated)	-1.6	13	-7	110	-1.4	-12	3	-9	13
CCc1cc2c(=O)c(-c3nc4ccccc4n3C)coc2c(CN2CCCCC2)c1O	/	-4	3	98	/	-3	/	-6	10
COc1cc(-c2nnc(SCC(=O)c3ccc(C)cc3)o2)cc(OC)c1OC	5.4	-1	-12	98	2.3	-5	-7	-4	32
COc1ccc(C2CC(=O)N3CN(Cc4ccco4)CSC3=C2C#N)cc1 (configuration not stated)	-0.2	7	30*	109	-0.6	-7	-3	-3	-3
O=C(NCc1ccco1)c1ccc2c(c1)N(Cc1ccccc1)C(=O)CS2	-0.9	6	-1	103	-0.7	2	0	-3	-7
CCc1cccc2c(SC(C)C(=O)NCC3CCCO3)nc(-c3ccccc3)nc12 (configuration not stated)	-1.3	1	-13	96	0.8	4	-3	-9	32
Nn1c(Cc2cccc3ccccc23)nnc1SCc1c(F)cccc1Cl	-1.6	0	-2	96	0.5	0	-11	-6	24
CCN(CC)S(=O)(=O)c1ccc(N2CCCC2)c(NC(=O)c2ccc([N+](=O)[O-])o2)c1	0.2	/	/	/	0.6	/	-10	-3	/
COc1ccc(S(=O)(=O)N(C)CC(=O)NCc2cccnc2)cc1Cl	-1.9	5	1	101	-0.2	-10	-5	-8	25
Cc1ccc(/C=N/NC(=O)c2nn(C)cc2Cl)cc1	-1.2	-2	1	98	0.1	6	-7	-13	24
Cc1noc(C)c1CSc1nnc2ccc3ccccc3n12	1.2	-2	-5	100	-0.6	-8	3	/	27
CCN(CC)S(=O)(=O)c1ccc(C)c(NC(=O)CN2CCN(Cc3ccccc3)CC2)c1	-0.6	12	7	111	0.2	-9	-2	0	/
Cc1ccc(C)c(Cn2nnc3c(=O)[nH]c(C4CCN(C(=O)c5cccs5)CC4)nc32)c1	-0.6	5	5	105	1.1	-20	-1	-3	-11
CCOc1cc(-c2cn(S(=O)(=O)c3cccc4nsnc34)nc2N)cc(OCC)c1OCC	-2.1	-7	-10	95	-1.6	-5	-6	0	-18
Cc1ccc(N2CC(C(=O)N(C)CC(=O)Nc3ccc(Cl)c(C(F)(F)F)c3)CC2=O)cc1 (configuration not stated)	-0.1	/	/	/	-0.1	/	-7	-5	/
CCOc1ccc(-n2nc3cc(C)c(N)cc3n2)cc1	-1.0	2	3	103	-1.1	1	-10	-8	14
O=C(COc1ccccc1)NNc1c2ccccc2nc2ccccc12	-1.0	4	2	100	2.2	-25	-19	-4	-6
CCn1c(=O)c(C(=O)CC#N)c(N)n(Cc2ccccc2)c1=O	0.7	-7	-7	91	-0.1	-10	3	-3	12
Cc1cc(SCc2ccc(C(F)(F)F)cc2)nc(=O)[nH]1	-0.8	0	0	103	-0.1	2	-1	-8	5
COc1ccc(Cl)cc1NC(=O)CN(C)C(=O)Cn1[nH]c(=O)c2ccccc2c1=O	0.8	/	/	/	4.3	/	-10	-2	/
CCN(C[C@H]1N[C@@](Cc2ccccc2)(C(=O)OC)[C@H]2C(=O)N(Cc3ccccc3)C(=O)[C@@H]12)S(=O)(=O)c1ccc(C(F)(F)F)cc1	1.9	/	/	/	1.2	/	-1	6	/
N#CCSc1nc2ccccc2c(=O)n1CCC(=O)NCCc1ccccc1	-0.1	-5	1	95	-0.5	-10	3	-3	2
COCCCn1cc(C(=O)c2ccccc2OCC(=O)Nc2cccc(F)c2)cc(C#N)c1=O	0.2	-8	-6	96	0.1	-4	-9	0	24
COc1cc(C(=O)Nc2nc(-c3cccs3)cs2)cc(OC)c1OC	9.4	-1	1	95	2.1	4	-7	-9	6
Cc1ccsc1CN1CCC(C(=O)NCc2ccccc2Cl)CC1	0.9	-3	0	101	0.6	-1	-1	-4	21
C#CCSc1nc(-c2cccs2)ccc1C#N	-1.6	-7	2	94	-1.2	-7	-6	-5	-18
Cc1cc(=O)[nH]c(N2CCCNCC2)n1	0.6	5	6	109	0.4	-17	-5	/	-14
OCCOc1nnnn1-c1ccccc1	-0.5	-6	-2	94	1.0	11	-4	-1	0
COCc1cc(N2CCCCC2)nc(-c2ccccc2)n1	-0.8	-1	-14	99	-1.0	-4	4	-3	5

Further compounds.
compound	OXTR ag	MEKK2mut PB1 HTS	PfM18AAP inh	MEKK2wt PB1 HTS	V1R ag counter	GPR7 antag	OXTR potentiate	GalR3 antag	NALP1 yeast inh
N#Cc1nc(COc2ccc(F)cc2)oc1NCCCn1ccnc1	1.2	4	-11	108	0.5	0	-12	2	-8
CC(C)c1ccccc1NC(=O)Cn1c(/C=C/c2ccccc2)nc2ccccc21	-1.1	-3	-1	97	-0.7	-9	0	/	/
O=C(O)CN1C(=O)c2cccc3c(Br)ccc1c23	0.4	1	16	102	0.9	-17	-3	-8	-7
CC1(C)CC(=O)C(N=Nc2cccc(S(=O)(=O)N3CCOCC3)c2)=C(O)C1	0.7	1	20	100	0.2	15	3	6	8
Cc1ccc(NS(=O)(=O)c2ccc(C(=O)N3CCCCCC3)cc2)cc1	14	/	/	/	21*	/	-12	-4	/
CN(C(=O)CSc1n[nH]c(-c2cccs2)n1)C1CCS(=O)(=O)C1 (configuration not stated)	0.7	/	/	/	-0.2	/	3	5	/
CCc1ccc(NC(=O)C(C)OC(=O)c2ccc(NS(=O)(=O)c3ccc(C)c([N+](=O)[O-])c3)cc2)cc1 (configuration not stated)	-1.6	-1	6	107	2.4	-6	-11	-4	27
CCN(CC)S(=O)(=O)c1ccc(S(=O)(=O)N2CCCC2)cc1	0.8	0	1	107	2.5	0	-12	-2	8
O=C(CC12CC3CC(CC(Br)(C3)C1)C2)NC1CCCC1	0.4	3	2	99	0.3	1	-12	-10	6
COC1=C(Nc2ccc(O)cc2)C(=O)c2ccccc2C1=O	-2.4	-3	-12	96	1.7	1	-3	1	47
COc1ccc(Nc2oc(-c3ccccc3)nc2C#N)cc1	-0.4	2	4	102	0.4	1	-7	-3	-7
CCCCN(C(=O)Cn1nnc2ccccc21)C(C(=O)NCCOC)c1ccccc1 (configuration not stated)	0.1	5	-7	100	1.1	19*	-4	-3	20
COc1ccc(CC2NCCC3(O)CCCCC23)cc1 (configuration not stated)	0.0	4	5	104	1.5	-3	-4	-3	18
O=C(NNC(=O)c1ccccc1O)c1ccc(S(=O)(=O)Nc2ccccc2)cc1	1.6	/	/	/	0.0	/	-10	-3	/
N#Cc1cccc(CN2CCC(=O)N([C@H](CO)Cc3ccccc3)CC2)c1	3.4	4	-11	107	1.5	3	4	-3	19
COC(=O)c1ccc(NC(=O)COc2cccc(-n3cnnn3)c2)cc1	1.9	2	-6	105	2.3	5	-6	1	0
Cc1ccc2nc(N/N=C/c3ccco3)cc(C)c2c1	-2.7	-9	5	104	-1.5	-6	-12	-6	-4
O=C(NCCCCCNC(=O)c1cccnc1)c1cccnc1	0.6	8	-4	106	0.6	-9	-1	2	10
Cc1cc(OCC(=O)N2CCC(C(=O)O)CC2)c2c(C)cc(=O)oc2c1	1.2	3	9	104	1.1	-12	-1	-2	6
